AMA1 RON2 block: AMA1-RON2 (P. falciparum) interaction inhibition. AlphaScreen AMA1-biotinylated RON2 peptide binding. Potency, µM (titrated, usually from 58.2 µM), without a hit: at the highest dose activity change, negative = inhibition, most hits filed as inhibitors. AID 720542. 0.2% of 360,000 active;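 further: potency means the concentration at half of the fitted maximal effect; 0% = vehicle wells and -100% = peptide control; nearly all actives have a fitted effect of over 45% in size; some results filed as inactive show a strong effect at the top dose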
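AMA1 (3D7) with his tag at 25 nM final met compounds first, then biotinylated RON2 peptide at 25 nM; detection used donor plus acceptor beads, 10 µg/mL apiece, read by AlphaScreen after 30 min at room temperature.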
AmpC detergent: inhibitors of E. coli AmpC beta-lactamase with detergent | AmpC hydrolysis of nitrocefin, absorbance 480 nm, 0.01% Triton | Potency, µM (top dose mostly 114 µM), without a hit: at the top dose activity change, negative = inhibition, actives largely listed as inhibitors | 0.041% of 370,000 active | AID 485294;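 further: potency means the concentration at half of the fitted maximal effect; 0% = no-compound wells and -100% = no-enzyme wells; nearly all actives have a fitted effect of over 25% in size; some results filed as inactive show a strong effect at the top dose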
Target sequence (P00811 whole entry, looked up): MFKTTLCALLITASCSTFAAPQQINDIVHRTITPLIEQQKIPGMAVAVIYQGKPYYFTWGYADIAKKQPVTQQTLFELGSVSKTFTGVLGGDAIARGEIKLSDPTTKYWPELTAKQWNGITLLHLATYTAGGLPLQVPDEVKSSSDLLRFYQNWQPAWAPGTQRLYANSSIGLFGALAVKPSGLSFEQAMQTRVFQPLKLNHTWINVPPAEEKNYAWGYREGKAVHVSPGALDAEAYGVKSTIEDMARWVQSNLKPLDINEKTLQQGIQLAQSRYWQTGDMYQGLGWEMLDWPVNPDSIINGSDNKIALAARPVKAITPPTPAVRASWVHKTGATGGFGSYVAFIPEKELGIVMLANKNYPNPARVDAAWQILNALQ
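AmpC (5.3 nM in the dispensed reagent) in 20 mM phosphate pH 7.0 with 0.01% (detergent screen) or 0.0001% Triton X-100 was preincubated with compounds for 15 min at room temperature. Nitrocefin was then added from an 800 uM solution, and hydrolysis was followed at 480 nm.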
AmpC no deterg: AmpC beta-lactamase inhibition without detergent | AmpC nitrocefin hydrolysis, absorbance 480 nm, 0.0001% Triton | 0.52% of 330,000 active | Potency, µM (series often up to 57.1 µM), for inactives: at the highest dose activity change, negative = inhibition, hits mostly inhibitors | AID 485341 | P00811;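 further: potency means the concentration at half of the fitted maximal effect; plate controls were no compound for no effect and no enzyme for full effect; nearly all actives have a fitted effect of over 20% in size; some results filed as inactive show a strong effect at the top dose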
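AmpC (5.3 nM in the dispensed reagent) in 20 mM phosphate pH 7.0 with 0.01% (detergent screen) or 0.0001% Triton X-100 was preincubated with compounds for 15 min at room temperature. Nitrocefin was then added from an 800 uM solution, and hydrolysis was followed at 480 nm.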
CHX counter: counter-screen for Shiga toxin inhibitors: cycloheximide protein synthesis inhibition; cell reporter, cycloheximide protein synthesis inhibition counterscreen; max response, %; 12% of 300,000 active; in the data active means max response mostly above about 13%, no sharp cut-off; inactive means mostly below about 14%; further: read at 38.3 µM for the half of the compounds with a filed dose; 0% is about no effect
Giardia FBPA inh: blocks Giardia fructose-bisphosphate aldolase activity | A8B2U2 | purified Giardia FBPA | Potency, µM (titrated, usually from 59.6 µM), inactives show at the top dose activity, negative = inhibition, actives largely listed as inhibitors | 0.71% of 290,000 active; further: potency means the concentration at half of the fitted maximal effect; on the % scale 0 is the no-effect control and ±100 the full control effect; nearly all actives have a fitted effect of over 55% in size
Target sequence (A8B2U2 whole entry, looked up): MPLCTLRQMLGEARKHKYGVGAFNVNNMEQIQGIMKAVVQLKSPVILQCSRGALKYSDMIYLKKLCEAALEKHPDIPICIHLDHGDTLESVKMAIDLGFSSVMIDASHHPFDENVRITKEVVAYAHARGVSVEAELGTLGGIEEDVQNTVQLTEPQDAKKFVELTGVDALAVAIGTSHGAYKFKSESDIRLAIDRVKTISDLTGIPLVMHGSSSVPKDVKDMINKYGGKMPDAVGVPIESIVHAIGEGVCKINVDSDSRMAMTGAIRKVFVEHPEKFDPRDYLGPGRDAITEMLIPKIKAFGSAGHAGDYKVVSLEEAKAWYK
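40 nM FBPA preincubated 10 min at RT with compound (up to 57.5 uM final), then substrate plus GAPDH/TPI/NAD/arsenate coupling and diaphorase/resazurin added. Fluorescence read after 20 min at RT, 525/598 nm.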
Shiga inhibitor: Shiga toxin inhibition; Vero cells, Shiga toxin protein synthesis inhibition reporter; inhibition, % at 38.7 µM; 9.2% of 290,000 active; AID 2315; in the data active means inhibition mostly above about 28%, no sharp cut-off; inactive means mostly below about 43%; further: 0% is about no effect
HCMV antiviral: inhibitors of human cytomegalovirus. HFF cells, HCMV-luciferase reporter, 72 h; hits give low values. activity change, negative = inhibition, % at 57.5 µM. 4.5% of 410,000 active. AID 1259415; in the data active means activity change below about -60%; inconclusive means no clear call, values can overlap the other calls; inactive means above about -39%; further: on the % scale 0 is the no-effect control and ±100 the full control effect
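Two compound doses tested in HFFs infected with HCMV-luciferase, MOI 1 PFU/cell, 72 h at 37C. Lysate luminescence read with OneGlo; data normalized against buffer-only and 10uM Salinomycin inhibitor controls.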
The depositor's hits bear a star; ? = inconclusive; nt = no result given; & = joins results of further samples; [ ] = another dose, or the depositor's remark. Unless noted, the call rests on the fitted dose curve; in most records, active means well fitted curve in the direction sought with a large enough effect; inconclusive means small, poorly fitted or top-dose-only effect, or another doubt; inactive means no such curve, though single readings can be large; an effect the other way counts as inactive or inconclusive.

The first 4 entries as a preview:
1: COCCOC(=O)C1=C(C)NC(=O)NC1c1cccs1 (stereo not given)
2: C=CCn1cnnc1SCC(=O)N(C1CCCCC1)C1CCS(=O)(=O)C1 (stereo not given)
3: Cc1ccc2nc(NC(=O)CN3C(=O)C4CC=CCC4C3=O)sc2c1 (stereo not given)
4: CCn1c(SCC(=O)NC2CCCC2)nnc1-c1ccco1

assay / entry	1	2	3	4
AMA1 RON2 block	7%	12%	0%	4%
AmpC detergent	-5%	nt	?	-12%
AmpC no deterg	2%	-48%	-19%[11.4 µM]	-11%
CHX counter	0	nt	14*	-1
Giardia FBPA inh	0%	nt	3%	6%
Shiga inhibitor	14	nt	14	-5
HCMV antiviral	-3	21	25	-8

The list itself (from the top)
1: COCCOC(=O)C1=C(C)NC(=O)NC1c1cccs1 (stereo not given)
2: C=CCn1cnnc1SCC(=O)N(C1CCCCC1)C1CCS(=O)(=O)C1 (stereo not given)
3: Cc1ccc2nc(NC(=O)CN3C(=O)C4CC=CCC4C3=O)sc2c1 (stereo not given)
4: CCn1c(SCC(=O)NC2CCCC2)nnc1-c1ccco1
5: CC1CCCCC1NC(=O)Cn1[nH]c(=O)c2ccccc2c1=O (stereo not given)

assay / entry	1	2	3	4	5
AMA1 RON2 block	7%	12%	0%	4%	-12%
AmpC detergent	-5%	nt	?	-12%	?
AmpC no deterg	2%	-48%	-19%[11.4 µM]	-11%	-7%
CHX counter	0	nt	14*	-1	2
Giardia FBPA inh	0%	nt	3%	6%	1%
Shiga inhibitor	14	nt	14	-5	17
HCMV antiviral	-3	21	25	-8	5

6: CCOC(=O)CCSc1n[nH]c(=S)s1
7: CCCCC(=O)N1CC(=O)Nc2ccc(F)cc2C1c1ccc(F)cc1 (stereo not given)
8: Cc1cccc(C(=O)c2c[nH]cc2-c2ccccc2)c1
9: COc1ccc2c(c1)sc(=NC(=O)CS(=O)(=O)c1ccc(F)cc1)n2C
10: COc1ccc(C)cc1NC(=O)C(=O)N1CCCC1

assay / entry	6	7	8	9	10
AMA1 RON2 block	4%	4%	-8%	4%	1%
AmpC detergent	6%	-10%&6%	-3%	-14%	-10%
AmpC no deterg	-17%	-26%	-35%	-39%	4%
CHX counter	-1	-5	5	nt	-3
Giardia FBPA inh	?	14%	-7%	nt	4%
Shiga inhibitor	6	2	13	nt	-4
HCMV antiviral	-2	-27&10	?	-73*	-23

11: C/C(=N\NC(=O)Cn1cnc2ccccc21)c1cccs1
12: COc1ccc(CCN2CC(C(=O)NCc3ccc(F)cc3)CC2=O)cc1OC (stereo not given)
13: O=C(NCc1ccc(Cl)cc1)C(=O)NCC1OCCN1S(=O)(=O)c1cccs1 (stereo not given)
14: Cc1noc(C)c1C(=O)OCC(=O)c1c[nH]c2ccccc12
15: CNC(=O)CSc1nnnn1-c1ccc2c(c1)OCCO2

assay / entry	11	12	13	14	15
AMA1 RON2 block	-1%	3%	4%	1%	-2%
AmpC detergent	-1%	0%	?	?	-5%
AmpC no deterg	-20%	18%	-27%	-23%	-14%
CHX counter	-4	2	-3	17	7
Giardia FBPA inh	1%	0%	3%	-4%	2%
Shiga inhibitor	18	-6	-8	103	3
HCMV antiviral	-35	8	3	17	-4

16: O=C(CS(=O)(=O)c1c[nH]c2ccccc12)N1CCc2ccccc21
17: CCOc1cc(/C=C2\SC(=NC)N(C)C2=O)c(Br)cc1OC(C)=O
18: COc1cccc(CNC(=O)CCN2C(=S)NC(C)(C)CC2C)c1 (stereo not given)
19: O=C(CN1C(=O)COc2ccccc21)c1ccc(Cl)cc1
20: C=C1C(C(=O)Nc2ccccc2)C1C(=O)Nc1ccccc1 (stereo not given)

assay / entry	16	17	18	19	20
AMA1 RON2 block	-3%	2%	0%	-12%	3%
AmpC detergent	4%	-2%	1%	?	-5%
AmpC no deterg	-29%	-13%	-13%	-27%	-10%
CHX counter	-2	-1	-2	-8	-1
Giardia FBPA inh	-11%	-1%	2%	3%	6%
Shiga inhibitor	9	-11	-19	-8	-8
HCMV antiviral	17	18	4	-2	-6

21: CNC(=O)Nc1ccc(C(O)(C(=O)OC)C(F)(F)F)cc1 (stereo not given)
22: CC1(c2ccccc2)NCCN2C(=O)CSC21 (stereo not given)
23: COc1cccc2cc(C(=O)N3CCCc4ccccc43)oc12
24: CC(C)(C)c1ccc(C(=O)n2cnc3ccccc32)cc1
25: CCOc1cc([N+](=O)[O-])c2nc(N)sc2c1

assay / entry	21	22	23	24	25
AMA1 RON2 block	6%	11%	-7%	-15%	-6%
AmpC detergent	-1%	-6%	-1%	-16%	-1%
AmpC no deterg	-12%	nt	8%	-19%	-23%
CHX counter	8	-3	-4	30*	10
Giardia FBPA inh	0%	-8%	nt	-2%	-1%
Shiga inhibitor	19	31	-22	64*	5
HCMV antiviral	7	10	8	-39	16

26: CN(C)C(CN1C(=O)C2CC=CCC2C1=O)c1cn(C)c2ccccc12 (stereo not given)
27: O=C(C1CCN(S(=O)(=O)N2CCOCC2)CC1)N1CCOCC1
28: O=C(CN1C2CCCC1CC(NC(=O)c1ccccc1)C2)Nc1ccccc1 (stereo not given)
29: CC(=O)Nc1ccc(NC(=O)CC(c2ccccc2)c2ccccc2)cc1
30: COc1cc(OC)cc(C(=O)N2CCC(N3CCN(c4ccccc4)CC3)CC2)c1

assay / entry	26	27	28	29	30
AMA1 RON2 block	0%	-4%	18%	5%	-6%
AmpC detergent	?	-8%	-5%	-9%	-3%
AmpC no deterg	7%	-16%	2%	-23%	7%
CHX counter	-3	-1	-6	-4	-2
Giardia FBPA inh	-23%	9%	-4%	17%	-25%
Shiga inhibitor	-13	-2	-14	1	-3
HCMV antiviral	14	20	-22	9	-8

31: Cc1ccc(S(=O)(=O)NC(=O)NC(C)c2ccc(F)cc2)cc1 (stereo not given)
32: CN1CCCC(OC(=O)CCCCC(=O)OC2CCCN(C)C2)C1 (stereo not given)
33: COc1cc(CNCCc2ccccc2)ccc1OCC(N)=O
34: COc1cc(OC)c(N(C)S(=O)(=O)c2cccc(C(=O)OCc3c(C)noc3C)c2)cc1Cl
35: CCOc1ccc2nc(SCC3CC3(Cl)Cl)[nH]c2c1 (stereo not given)

assay / entry	31	32	33	34	35
AMA1 RON2 block	-5%	1%	-6%	2%	-2%
AmpC detergent	0%	2%	-1%	-1%	-3%
AmpC no deterg	-17%	-16%	-24%	56%	-31%
CHX counter	-2	-3	1	5	55*
Giardia FBPA inh	16%	-11%	-2%	-1%	-18%
Shiga inhibitor	12	18	-10	3	114*
HCMV antiviral	-27	53	-31	?	113

36: COc1ccc(-c2noc(N3CCC(C(=O)Nc4ccccc4F)CC3)n2)cc1
37: O=C(Cn1cc(C(=O)C(F)(F)F)c2ccccc21)N1CCOCC1
38: CC1Cc2ccccc2N1C(=O)CN1C(=O)NC(C)(c2ccc3c(c2)OCCO3)C1=O (stereo not given)
39: O=C(Nc1ccccc1F)c1ccc(Cn2cc(Cl)cn2)cc1
40: CSc1nnc(SCc2nc3sc(C(=O)O)c(C)c3c(=O)[nH]2)s1

assay / entry	36	37	38	39	40
AMA1 RON2 block	-1%	3%	5%	-2%	27%
AmpC detergent	-13%	-6%	1%	-2%	-2%
AmpC no deterg	-45%	6%	12%	-9%	-59%
CHX counter	1	-7	-2	28*	-2
Giardia FBPA inh	-6%	5%	6%	3%	-19%
Shiga inhibitor	2	-16	-1	50	-3
HCMV antiviral	-12	?	40	5	-11

41: Cc1ccccc1-n1c(C)nnc1SC(C)C(=O)NCC1CCCO1 (stereo not given)
42: CCOC(=O)NCCOc1ccc(Oc2ccccc2)cc1
43: CN(C)c1cccc(C(=O)OCC(=O)Nc2nccs2)c1
44: c1ccc2c(c1)OCC(c1csc3ncnc(N4CCCCC4)c13)O2 (stereo not given)
45: Cc1ccc(Cl)cc1N1CCN(C(=O)C(C)n2ncn3cccc3c2=O)CC1 (stereo not given)

assay / entry	41	42	43	44	45
AMA1 RON2 block	0%	nt	2%	?	0%
AmpC detergent	-1%	nt	-5%	?	-7%&2%
AmpC no deterg	-3%	nt	-30%	-9%	106%[activator]
CHX counter	nt	21*	30*	1	1
Giardia FBPA inh	nt	-6%	-1%	13%	-7%
Shiga inhibitor	nt	30*	101*	2	-2
HCMV antiviral	-1	nt	-27	-88*	-5&-8

46: Fc1cccc(CN2CCN(c3ccc(Cl)cc3)CC2)c1
47: O=C(O)CCCC(=O)Nc1nc2n(n1)C(c1ccc(F)cc1)CC(c1ccc(Cl)cc1)N2 (stereo not given)
48: CS(=O)(=O)Nc1cccc(C2=NN(C(=O)CCCC(=O)O)C(c3cccs3)C2)c1 (stereo not given)
49: C=CCOc1ccc(CNn2cn[nH]c2=S)cc1OCC
50: Cc1ccc(C(C(=O)NC2CCCC2)N(C(=O)Cc2cccs2)c2cccc(C)c2C)o1 (stereo not given)

assay / entry	46	47	48	49	50
AMA1 RON2 block	-10%	-6%	-3%	27%	-8%
AmpC detergent	-1%	-2%	-8%	-4%	-6%
AmpC no deterg	-24%	-14%	-27%	-14%	-11%
CHX counter	-3	-4	10	-3	-1
Giardia FBPA inh	-7%	9%	4%	?	0%
Shiga inhibitor	8	-6	-6	0	-5
HCMV antiviral	-36	-14	-11	47	-19

51: CCOc1ccc(CCNC(=O)CS(=O)(=O)Cc2nc(-c3ccccc3F)oc2C)cc1
52: CCN(CC)C(=O)CSc1nc2c(sc(=S)n2CC)c(=O)n1-c1ccccc1
53: Cc1cc(C)cc(N(C(=O)c2csnn2)C(C(=O)NC2CCCCC2)c2ccccn2)c1 (stereo not given)
54: CCC(=O)c1c(CC)c2n3c1CC[C@H]3CCC2
55: O=C(CNS(=O)(=O)c1ccc(Cl)cc1)OCC(=O)N1CCCc2ccccc21

assay / entry	51	52	53	54	55
AMA1 RON2 block	2%	8%	4%	-2%	-3%
AmpC detergent	1%	?	-1%	-10%	2%
AmpC no deterg	31%	54%	44%	-15%	0%
CHX counter	3	-5	6	nt	1
Giardia FBPA inh	nt	5%	-7%	nt	-1%
Shiga inhibitor	10	-10	-8	nt	7
HCMV antiviral	-66*	-72*	-4	-21	22

56: Cc1csc(=O)n1CCC(=O)OCC(=O)NNC(=O)c1ccc(Cl)cc1
57: COc1cc(N2CCOCC2)ccc1C=C(C#N)C#N
58: Cc1ccc(SCCC(=O)OC(C(=O)NC(N)=O)C(C)C)cc1 (stereo not given)
59: CCC(CC)c1nnc(NC(=O)CN2C(=O)NC3(CCCC3)C2=O)s1
60: Cc1nc(CNS(=O)(=O)c2ccc3ccccc3c2)cs1
61: O=C(Cc1ccccc1)OCCN1CCCCC1
62: NS(=O)(=O)c1ccc(CCNS(=O)(=O)c2ccccc2)cc1

assay / entry	56	57	58	59	60	61	62
AMA1 RON2 block	23%	6%	-1%	9%	9%	0%	20%
AmpC detergent	-5%	2%	2%	?	?	-13%	-3%
AmpC no deterg	-18%	-16%	10%	0%	-7%	-7%	-8%
CHX counter	nt	-5	11	-2	14	-4	-1
Giardia FBPA inh	nt	-1%	2%	nt	-14%	1%	6%
Shiga inhibitor	nt	-8	13	-3	-1	-2	-8
HCMV antiviral	-27	-6	24	22	-23	53	-40
